High-throughput results deposited in PubChem by National Center for Advancing Translational Sciences (NCATS).
TRb-SRC2 inh: disrupts binding of human TR beta to SRC2; P10828; TRbeta-SRC2 peptide binding, fluorescence polarization; receptor liganded with 1 µM T3; Potency, µM (titrated, usually from 106 µM), for the others: at the top dose activity change, negative = inhibition, hits mostly inhibitors; 280,000 tested, 0.065% active; AID 1469;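 note: potency is the fitted concentration of half-maximal effect; plate controls were bound peptide for no effect and peptide without receptor for full effect; nearly all actives have a fitted effect of over 50% in size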
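TRb LBD 0.6 uM + Texas Red SRC2 peptide 20 nM, 1 uM T3, Tris buffer w/ 5% DMSO; compound pinned, 5 h RT; FP read ex 555/em 632; normalized to unbound and bound controls.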
TexasRed fluor: Texas Red fluorescence interference in TRb-SRC2 counter-screen; 280,000 tested, 0.29% active; TRb/SRC2 Texas Red total fluorescence interference; AID 1479; Potency, µM (doses to about 106 µM), for the others: top-dose fluorescence change, negative = quenching; active = well fitted curve in either direction with a large enough effect; inconclusive = small, poorly fitted or top-dose-only effect; note: potency is the fitted concentration of half-maximal effect; % is set by controls: 0 for no effect and ±100 for the full control effect
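Flags fluorescent or light-absorbing compounds by total fluorescence, S + 2P, at 555 nm excitation and 632 nm emission. Mixture: 20 nM Texas Red SRC2 peptide, 0.6 uM human TRb LBD, 1 uM T3, 5% DMSO; compound exposure 5 h at ambient temperature.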
NPSR antag: neuropeptide S receptor (human) antagonism, cAMP | Q6W5P4 | CHO-NPSR cells, cAMP TR-FRET, antagonist mode | Potency, µM (top dose mostly 38.3 µM), for the others: at the top dose activity change, negative = inhibition, actives largely listed as inhibitors | 220,000 tested, 1% active; note: potency is the fitted concentration of half-maximal effect; % is set by controls: 0 for no effect and ±100 for the full control effect; nearly all actives have a fitted effect of over 50% in size; many of its hits are not listed in these tables
Target sequence (Q6W5P4 whole entry, looked up): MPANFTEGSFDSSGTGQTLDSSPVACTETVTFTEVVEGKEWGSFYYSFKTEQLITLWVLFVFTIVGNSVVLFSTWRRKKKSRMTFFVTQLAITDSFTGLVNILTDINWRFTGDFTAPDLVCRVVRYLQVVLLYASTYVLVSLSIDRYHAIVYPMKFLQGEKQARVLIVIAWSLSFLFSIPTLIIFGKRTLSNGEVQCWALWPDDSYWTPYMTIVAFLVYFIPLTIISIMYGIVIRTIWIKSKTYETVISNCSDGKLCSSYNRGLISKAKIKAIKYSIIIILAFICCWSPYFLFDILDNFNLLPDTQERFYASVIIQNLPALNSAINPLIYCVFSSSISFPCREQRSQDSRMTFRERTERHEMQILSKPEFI
Epigenetic reg: epigenetic control regulation, reporter derepression; Potency, µM (top dose mostly 53.9 µM), without a hit: top-dose GFP activation, actives largely listed as activators; 280,000 tested, 0.2% active; murine LDR cells, GFP reporter derepression, 30 h; note: potency is the fitted concentration of half-maximal effect; % of control where 0% means no effect; nearly all actives have a fitted effect of over 60% in size
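In this reporter-derepression format, murine cells bearing a silenced integrated CMV-GFP locus incubate with test compound (30 h, 37 C), then are washed and imaged; fluorescent objects of 20–120 um count as induced cells.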
CBFb-RUNX1 inh: CBF-beta/RUNX1 interaction disruption; Q01196+Q13951; AlphaScreen CBFb-His/RUNX1-biotin binding, biochemical; Potency, µM (doses to about 59.8 µM), for inactives: at the top dose activity, negative = inhibition, actives largely listed as inhibitors; 230,000 tested, under 10 active; note: % of control where 0% means no effect
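AlphaScreen binding: CBFb-His and RUNX1-biotin (30 nM each) preincubated 20 min, compound added for 15 min, then nickel and streptavidin beads for 90 min, all at room temperature. Disruption of the interaction by any mechanism counts as activity.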
Tau fluor counter: counter-screen for tau fibril formation inhibitors; tau K18 P301L (four-repeat tau fragment) Alexa594 fluorescence, heparin fibrillization; Potency, µM (top dose mostly 57.7 µM), for the others: top-dose activity change, negative = decrease; 280,000 tested, 0.93% active; AID 1463; note: potency is the fitted concentration of half-maximal effect; % is set by controls: 0 for no effect and ±100 for the full control effect; nearly all actives have a fitted effect of over 55% in size
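Human K18 P301L tau (15 uM unlabeled plus 0.24 uM Alexa 594-labeled, final) in 100 mM sodium acetate pH 7 was mixed with compound and 20 uM heparin and incubated 6 hr at 37 C.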
Tau fibril FP: inhibitors of human tau fibril formation; K18 P301L tau heparin fibrillization, Alexa594 FP, 6 h; Potency, µM (doses to about 57.7 µM), for the others: at the highest dose activity, negative = inhibition, actives largely listed as inhibitors; 280,000 tested, 0.39% active; AID 1468; note: potency is the fitted concentration of half-maximal effect; % is set by controls: 0 for no effect and ±100 for the full control effect; nearly all actives have a fitted effect of over 55% in size
Target sequence (P10636 561-689 P618L limits assumed): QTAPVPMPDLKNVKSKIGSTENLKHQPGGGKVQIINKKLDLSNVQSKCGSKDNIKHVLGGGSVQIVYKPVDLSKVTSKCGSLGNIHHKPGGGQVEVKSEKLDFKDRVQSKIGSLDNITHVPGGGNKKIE
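FP of Alexa 594-tau after heparin (20 uM) induction. Substrate: human K18 P301L, 15 uM unlabeled, 0.24 uM labeled. Buffer 100 mM sodium acetate pH 7. 6 hr, 37 C.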
GLA spleen mod: alpha-galactosidase A (human) modulation | Potency, µM (doses to about 80 µM), inactives show at the highest dose activity change, negative = inhibition, usual class: inhibitors | human spleen homogenate, 4MU-alpha-Gal fluorescence, 40 min | 240,000 tested, 0.008% active;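 note: potency is the fitted concentration of half-maximal effect; 0% = enzyme with vehicle and -100% = no enzyme basal signal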
Target sequence (P06280 32-429 limits assumed): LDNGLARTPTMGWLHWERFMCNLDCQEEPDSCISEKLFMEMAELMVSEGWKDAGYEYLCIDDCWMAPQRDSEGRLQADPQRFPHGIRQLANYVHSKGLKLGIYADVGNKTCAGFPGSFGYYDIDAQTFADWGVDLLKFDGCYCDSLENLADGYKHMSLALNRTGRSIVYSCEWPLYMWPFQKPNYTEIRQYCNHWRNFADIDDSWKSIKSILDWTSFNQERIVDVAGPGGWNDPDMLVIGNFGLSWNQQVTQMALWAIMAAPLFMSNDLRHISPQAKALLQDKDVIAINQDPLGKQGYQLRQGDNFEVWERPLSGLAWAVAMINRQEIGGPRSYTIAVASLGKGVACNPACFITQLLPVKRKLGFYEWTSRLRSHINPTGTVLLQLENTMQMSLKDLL
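Human spleen homogenate (1 ug) as enzyme source, 4-methylumbelliferyl-alpha-D-galactopyranoside 1 mM final, citrate/phosphate pH 5.0 with 0.01% Tween-20. Compounds 40 min at 37C, NaOH/glycine stop; fluorescence Ex 365/Em 440, Hill-fit AC50.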
* = called active by the depositor; ? = inconclusive; nt = not tested or not shown; [ ] = another dose, or the depositor's remark. Unless noted, calls come from the whole dose curve; as a rule, active = well fitted curve in the direction sought with a large enough effect; inconclusive = small, poorly fitted or top-dose-only effect, or another doubt; inactive = no such curve, though single readings can be large; an effect the other way counts as inactive or inconclusive. Not all compounds are listed (hit frequency here may not be typical).

SMILES	TRb-SRC2 inh	TexasRed fluor	NPSR antag	Epigenetic reg	CBFb-RUNX1 inh	Tau fluor counter	Tau fibril FP	GLA spleen mod
O=C1N(C2CCCC2)C[C@@H]2C[C@@H](c3cccn3-c3ccccn3)N3CCC[C@@]123	-5%	-1%	-14%	-0.1%	21%	3%	-7%	1%
COC(C[C@@H]1O[C@@H]1[C@H](O)[C@H](C)OCc1ccccc1)OC	-4%	0%	23%	-1.2%	13%	5%	1%	9%
O=C(O)c1ccccc1C(=O)c1ccc(Br)s1	4%	-1%	-42%	-3.6%	-7%	-8%	-9%	-15%
COc1c(/C=N/Nc2ccc(C(=O)O)cc2)c(CCN(C)C(C)=O)cc2c1OCO2	11%	-3%	-20%	0.5%	5%	-15%	-10%	6%
O=C(NCCN1C(=O)S/C(=C\c2cccnc2)C1=O)C1=NN(c2ccccc2)C(=O)CC1	3%	0%	-1%	0.0%	-8%	1%	?	-4%
O=C(Nc1ccc2nsnc2c1)NC1CCCCC1	2%	-7%	-9%[46.1 µM]	0.8%	4%	-15%	-3%	-6%
CCN(CC)C(=O)/C(=C/c1ccc2c(c1)OCO2)NC(=O)c1ccc(Br)cc1	-5%	-1%	0%	-2.2%	-1%	-17%	3%	2%
Cc1ccc(N2C(=O)CSC23C(=O)N(CC(=O)NCc2ccccc2)c2ccccc23)cc1C (stereo not given)	6%	-4%	nt	-1.3%	nt	-16%	7%	nt
CCCCc1c(C)nc(N)[nH]c1=O	-1%	1%	9%[46.1 µM]	-0.1%	2%	-8%	5%	2%
CSc1ccc(CNc2ncc(-c3ccccc3)n2C)cc1	6%	-1%	nt	-1.1%	nt	-17%	0%	nt
COC(=O)c1ccc(CN2CCC(CO)(Cc3cccc(OC)c3)CC2)cc1	-8%	-1%	2%	-0.2%	2%	-4%	3%	0%
CCOC(=O)C(=NCCOC)NNc1cc(Cl)ccc1Cl	9%	-3%	-11%	-0.1%	6%	?	6%	-3%
Oc1ccc(Cl)cc1N=Cc1sc2ccccc2c1Cl	5%	-2%	-16%	14%	-6%	-12%	-6%	7%
Cc1cccc(N2CSC3=C(C#N)C(c4ccc(C)o4)CC(=O)N3C2)c1 (stereo not given)	17%	?	-9%[46.1 µM]	-0.7%	nt	-27%	?	6%
CCCCCn1c(=O)c(Cc2ccccc2)c(O)c2ccccc21	0%	3%	-4%[46.1 µM]	-1.0%	0%	-16%	2%	-3%
CN(C)S(=O)(=O)N1CCC(Oc2ccc(C(=O)NCC(C)(C)CO)cc2)CC1	-2%	-1%	13%	-0.5%	1%	-15%	-1%	3%
CCOc1cc(-c2noc(N)c2C#N)cc(OCC)c1OCC	8%	0%	-12%[46.1 µM]	-1.6%	-3%	-29%	-7%	0%
COc1ccc(-c2nc(Cn3c(=O)cc(-c4ccccc4)c4c(C)nn(C)c43)c(C)o2)cc1OC	-4%	0%	nt	2.9%	nt	-5%	-10%	nt
C=CCNC(=O)C1CCN(c2ccc(S(=O)(=O)N3CCOCC3)cc2Cl)CC1	-3%	0%	11%	0.1%	-6%	-1%	-3%	1%
O=C(NCc1cccs1)C(=O)c1cn(CC(=O)N2CCCC2)c2ccccc12	-12%	-2%	-16%	0.9%	4%	-8%	-5%	-17%
COc1cc2cc(CN(CCCN3CCOCC3)Cc3nnnn3Cc3ccccc3)c(=O)[nH]c2cc1OC	-12%	-1%	?	-4.2%	-1%	-14%	3%	12%
Cc1cc(C)nc(-n2nc(C)c3c2N(Cc2ccccc2C)C(=O)CC3c2ccc(Cl)cc2)n1 (stereo not given)	-5%	-14%	nt	-1.6%	nt	-8%	-5%	nt
Cc1cccc(N2CCN(Cc3nc(CC4CC4)no3)CC2)n1	-4%	-6%	4%	0.0%	6%	-7%	3%	-3%
O=[N+]([O-])c1ccc(O)c(/C=N/n2c(CO)nc3ccccc32)c1	-1%	-4%	9%	4.6%	0%	-8%	7%	3%
FC(F)(F)c1cccc(N2CCN(c3nc4ccccc4n4cnnc34)CC2)c1	3%	5%	nt	3.5%	nt	?	2%	nt

Profiles as entered above. Values in the order: TRb-SRC2 inh, TexasRed fluor, NPSR antag, Epigenetic reg, CBFb-RUNX1 inh, Tau fluor counter, Tau fibril FP, GLA spleen mod
Entry for CCCCc1c(C)nc(N)[nH]c1=O = -1%, 1%, 9%[46.1 µM], -0.1%, 2%, -8%, 5%, 2%
Entry for CSc1ccc(CNc2ncc(-c3ccccc3)n2C)cc1 = 6%, -1%, nt, -1.1%, nt, -17%, 0%, nt
Entry for O=C1N(C2CCCC2)C[C@@H]2C[C@@H](c3cccn3-c3ccccn3)N3CCC[C@@]123 = -5%, -1%, -14%, -0.1%, 21%, 3%, -7%, 1%

(further entries)
SMILES	TRb-SRC2 inh	TexasRed fluor	NPSR antag	Epigenetic reg	CBFb-RUNX1 inh	Tau fluor counter	Tau fibril FP	GLA spleen mod
COc1ccc(N2CCN(c3ccc(-c4nc(-c5ccccc5)no4)cc3[N+](=O)[O-])CC2)cc1	-3%	-2%	nt	1.3%	nt	-3%	2%	nt
O=C(CN1C(=O)c2ccccc2C1=O)N1CCN(C(=O)c2ccco2)CC1	-2%	1%	-4%[46.1 µM]	0.0%	1%	-3%	-3%	-4%
Cc1c(C#N)c2ccccc2n1CC(=O)N1CCCC1	-15%	2%	-12%[7.67 µM]	-2.1%	5%	12%	-2%	?
CCSc1nc(C)c(C)c(=O)[nH]1	1%	-2%	-11%	0.1%	12%	1%	17%	-28%
O=C(O)CCCNS(=O)(=O)c1ccc(NCc2ccccc2)c(C(=O)O)c1	4%	-4%	4%[46.1 µM]	2.6%	27%	9%	-5%	0%
CCc1ccc(S(=O)(=O)c2nnn3c2nc(NCCC(C)C)c2cc(Cl)ccc23)cc1	-3%	-28%	nt	2.2%	nt	-22%	?	nt
COc1ccccc1CNC(=O)C/C(C)=N/NC(=O)Cc1ccccc1	2%	3%	-11%[46.1 µM]	2.1%	-2%	1%	1%	-3%
CC1CN(Cc2cnc(Cl)s2)CC(C)O1 (stereo not given)	-5%	-3%	13%	0.0%	6%	-1%	-3%	4%
O=C(c1ccc2c(c1)OCCO2)N(Cc1cccnc1)c1nc2c(F)cccc2s1	0%	0%	nt	10.0%	nt	-23%	-4%	nt
NC(=O)COC(=O)c1ccc(-c2ccc(O)cc2)cc1	1%	1%	-13%	2.2%	-3%	-10%	-6%	-5%
O=C(Nc1ccc(S(=O)(=O)N2CCCCC2c2cccnc2)cc1)c1ccccc1F (stereo not given)	10%	1%	-21%	-4.2%	-4%	-17%	4%	4%
Cc1ccccc1Nc1nnc(SCC(=O)NC(=O)Nc2ccc3c(c2)OCCO3)s1	-4%	0%	-8%	-1.1%	-7%	-13%	14%	3%
Cc1sc(NC(=O)C2C3CCC(O3)C2C(=O)O)c(C(=O)OC(C)C)c1-c1ccc(Cl)cc1 (stereo not given)	-20%	-1%	-13%[46.1 µM]	-1.1%	0%	2%	-10%	-2%
Cc1ccc(SCC2=NNC(=O)C2)cc1	-7%	-6%	4%[46.1 µM]	-1.8%	?	-21%	-10%	-5%
COc1cccc(C(=O)NCCOc2cc(C)cc(C)c2)c1	-3%	0%	3%	-3.0%	-2%	-11%	-4%	-7%
Cn1ncc(Cl)c1C(=O)N1CCN(C(=O)c2ccco2)CC1	-8%	-1%	8%	-5.1%	-1%	8%	2%	-7%
CC(C)(C)n1nnnc1C(c1ccc(F)cc1)N1CCN(Cc2ccc3c(c2)OCO3)CC1 (stereo not given)	8%	-2%	-15%[46.1 µM]	0.0%	8%	0%	9%	-11%
O=C1CC2c3ccccc3C1C1C(=O)N(Cc3ccccc3)C(=O)C21 (stereo not given)	1%	2%	6%	-6.3%	-2%	2%	4%	-1%
COc1ccc2c(c1)c1ncnc(N3CCN(Cc4ccc5c(c4)OCO5)CC3)c1n2C	-21%	0%	-6%[46.1 µM]	-1.0%	3%	-1%	4%	14%
Cc1cnn(C(=O)c2ccccc2Br)c1	3%	-8%	5%[46.1 µM]	3.9%	-1%	5%	-3%	-3%
Cc1nc2c(C(=O)NCc3ccccc3Cl)c[nH]n2c(=O)c1Cl	6%	-6%	1%[46.1 µM]	2.5%	8%	-21%	-3%	2%
COc1cc(CNc2nc3ccccc3n2C)cc(OC)c1OC	1%	-1%	7%	3.0%	-2%	3%	2%	-3%
O=C(Cc1c[nH]c2ccccc12)NCc1ccc2c(c1)OCO2	-14%	2%	-26%[7.67 µM]	6.4%	6%	-8%	2%	21%
Cc1ccnc(SCCn2c(N3CC(C)CC(C)C3)nc3c2c(=O)n(C)c(=O)n3C)n1 (stereo not given)	0%	0%	-20%[46.1 µM]	-0.7%	-3%	8%	6%	-3%
COC(C[C@H](O)C[C@H](O)[C@H](C)OCc1ccccc1)OC	0%	1%	18%	0.9%	6%	14%	5%	1%
SMILES	TRb-SRC2 inh	TexasRed fluor	NPSR antag	Epigenetic reg	CBFb-RUNX1 inh	Tau fluor counter	Tau fibril FP	GLA spleen mod
c1ccc2c(c1)oc1c(NCC3CCCO3)ncnc12 (stereo not given)	-13%	-1%	-6%[46.1 µM]	-0.3%	7%	2%	3%	10%
CC(NC(=O)c1cc(S(=O)(=O)N(C)C)ccc1N1CCCC1)C1CC2CCC1C2 (stereo not given)	-1%	0%	-30%	-1.8%	8%	3%	-2%	5%
O=C(COc1ccc(C(=S)N2CCOCC2)cc1Cl)Nc1ccccc1Cl	-1%	-3%	-4%	3.6%	1%	-15%	-17%	1%
COc1ccc(/C=C(\C#N)C(=O)N=CN(C)C)cc1	7%	-3%	5%	-0.1%	4%	2%	7%	-2%
COc1ccccc1C1/C(=C(/O)c2ccc(OC(C)C)cc2)C(=O)C(=O)N1c1cc(C)on1 (stereo not given)	1%	-4%	-10%[46.1 µM]	0.0%	2%	-1%	7%	1%
CCOC(=O)c1sc(N)nc1C(C)C	-1%	0%	-6%[46.1 µM]	0.0%	1%	5%	-1%	0%
CCO[C@@H]1OC(C(=O)N2CCOCC2)=C[C@H](C2CC2)[C@H]1CCCO	-9%	-3%	-5%	-1.1%	-11%	-9%	-16%	3%
CCNC(=S)N1CCN(C(c2ccccc2)c2ccccc2)CC1	-5%	-11%	-22%[46.1 µM]	0.2%	-13%	?	?	3%
